Assay outcomes (PubChem)
TDP1 cell noCPT – qHTS for Inhibitors of human tyrosyl-DNA phosphodiesterase 1 (TDP1): qHTS in cells in absence of CPT; Potency, µM (doses to about 46.2 µM), inactives show at the highest dose activity change, negative = growth inhibition, actives largely listed as inhibitors; DT40 Tdp1-/- hTDP1 cells, no CPT, ATP luminescence, 48 h; AID 686978, 2013; actives 15% (n = 420,000); also: nearly all actives have a fitted effect of over 55% in size
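Growth kinetics read by CellTiter-Glo luminescence after ≥48 hr at 37 °C. Cells: DT40 Tdp1-/- stably carrying human TDP1, 400 per well, compound exposure in the absence of CPT (DMSO vehicle).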
DT40 TDP1 CPT – qHTS for Inhibitors of human tyrosyl-DNA phosphodiesterase 1 (TDP1): qHTS in cells in presence of CPT | Potency, µM (top dose mostly 46.2 µM), inactives show top-dose activity change, negative = growth inhibition, usual class: inhibitors | actives 12% (n = 420,000) | AID 686979, 2013 | chicken DT40 Tdp1-/-;hTDP1 cells + 20 nM CPT, ATP luminescence, 48 h; also: nearly all actives have a fitted effect of over 55% in size
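Chicken DT40 Tdp1-/- cells complemented with human TDP1, 400 cells/well, exposed to compounds plus 20 nM camptothecin for at least 48 h at 37 C; viability read as ATP content by CellTiter-Glo luminescence.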
TDP1 block – qHTS Assay for Inhibitors of Tyrosyl-DNA Phosphodiesterase (TDP1); Tyrosyl-DNA phosphodiesterase 1 (Homo sapiens), Q9NUW8; recombinant TDP1, AlphaScreen DNA substrate cleavage; Potency, µM (titrated, usually from 130 µM), for the others: at the highest dose activity change, negative = inhibition, most hits filed as inhibitors; actives 0.28% (n = 350,000); AID 485290, 2010; also: nearly all actives have a fitted effect of over 40% in size
Target sequence (Q9NUW8 whole entry, looked up): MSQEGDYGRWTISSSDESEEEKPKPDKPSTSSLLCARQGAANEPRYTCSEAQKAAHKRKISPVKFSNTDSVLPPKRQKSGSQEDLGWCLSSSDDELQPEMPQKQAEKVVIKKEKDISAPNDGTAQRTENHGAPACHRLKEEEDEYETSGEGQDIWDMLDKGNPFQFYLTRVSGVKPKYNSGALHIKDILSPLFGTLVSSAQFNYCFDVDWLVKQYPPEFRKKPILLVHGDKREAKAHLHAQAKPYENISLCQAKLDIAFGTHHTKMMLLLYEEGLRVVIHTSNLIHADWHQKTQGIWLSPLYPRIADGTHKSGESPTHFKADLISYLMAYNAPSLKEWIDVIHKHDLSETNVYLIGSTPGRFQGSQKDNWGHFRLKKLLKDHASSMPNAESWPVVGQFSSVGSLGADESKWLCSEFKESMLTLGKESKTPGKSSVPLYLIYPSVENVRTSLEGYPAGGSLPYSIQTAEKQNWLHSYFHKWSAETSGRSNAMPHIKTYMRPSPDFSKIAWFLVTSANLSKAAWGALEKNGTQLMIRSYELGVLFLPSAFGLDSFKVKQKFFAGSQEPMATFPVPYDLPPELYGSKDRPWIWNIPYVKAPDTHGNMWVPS
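Recombinant E. coli-expressed Tdp1 (1 nM) preincubated with compound 15 min at RT, then 5'-biotin/3'-phosphotyrosine-FITC DNA substrate (15 nM) added for 5 min. AlphaScreen beads (10 ug/ml) added, 10 min RT; tyrosine-FITC cleavage read as signal loss.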
An asterisk follows results filed as active; ? = inconclusive; / = no result given; [ ] = another dose, or the depositor's remark. Calls follow the shape of the dose curve; as a rule, active = well fitted curve in the direction sought with a large enough effect; inconclusive = small, poorly fitted or top-dose-only effect, or another doubt; inactive = no such curve, though single readings can be large; an effect the other way counts as inactive or inconclusive. % is scaled to controls: 0 for no effect and ±100 for the full control effect; potency is read from the fitted curve at half-maximal effect.

mol	TDP1 cell noCPT	DT40 TDP1 CPT	TDP1 block
CC(=O)NC(c1ccccc1)c1nc(-c2ccccc2)cs1 (configuration not stated)	-8%	?	/
CCSc1nc2c(c(=O)[nH]1)C(c1ccncc1)C(C(=O)OC)=C(C)N2 (configuration not stated)	5%	1%	0%
COC(=O)Cn1c(SCc2ccccc2)nc2ccccc21	-21%	-1%	4%
NS(=O)(=O)c1cc2c(cc1C(F)(F)F)NCNS2(=O)=O	4%	0%	4%
CCCN(CCC)C(=O)Cc1ccc(F)cc1	?	-11%	/
COc1cnc(SC)nc1Nc1ccc(C#N)cc1	?	-25%	/
CCN(CC)CCN(C(=O)c1ccco1)c1nc2cc(C)cc(C)c2s1	23µM*	?	7%
Cc1cc2oc(C(=O)NCc3ccc(S(N)(=O)=O)cc3)c(C)c2cc1C	-19%	-10%	1%
COc1ccc2nc(C)cc(N/N=C/c3ccc(F)cc3)c2c1	0.92µM*	1µM*	/
CCCC(=O)N(Cc1cc(=O)[nH]c2ccccc12)c1ccccc1	-8%	2%	/
Cc1c(CC=C(Cl)Cl)c(=O)[nH]c2c(C)cccc12	-1%	-8%	6%
CC(=O)Nc1cccc(-c2cccc3nccn23)c1	-29%	-1%	/

Carrying on:
mol	TDP1 cell noCPT	DT40 TDP1 CPT	TDP1 block
Cc1ccc(NC(=O)CN2C(=O)CCc3cc(S(=O)(=O)N4CCOCC4)ccc32)cc1N(C)C	3%	-8%	9%
Cc1ccccc1OCC(O)Cn1c(Br)nc2c1c(=O)[nH]c(=O)n2C (configuration not stated)	?	13µM*	9%
CCCCCNC(=O)C(c1ccc(C(F)(F)F)cc1)n1c(=O)c(-c2ccco2)nc2ccccc21 (configuration not stated)	18µM*	?	/
CCC1(C)NC(=O)N(/N=C/c2ccc(C)s2)C1=O (configuration not stated)	4%	5%	/
COc1ccc2oc(C(=O)OCC(=O)Nc3cc(S(=O)(=O)N4CCOCC4)ccc3C)c(C)c2c1	-27%	9%	/
CCCCN(Cc1ccccc1)S(=O)(=O)c1cc(Br)cc2c1N(C(C)=O)C(C)C2 (configuration not stated)	13µM*	16µM*	2%
CCC1(c2ccccc2)NC(=O)N(CC(=O)N(C)CC(=O)Nc2c(C)cccc2C)C1=O (configuration not stated)	-16%	-18%	2%
O=C(c1ccccc1)N1CCN(C(=O)c2ccc3c(c2)OCO3)CC1	-15%	-7%	2%
O=C(CCNS(=O)(=O)c1ccc(Br)cc1)NCc1ccc(F)cc1	-3%	?	0%
CC(CC(=O)NC1CCCCC1)S(=O)(=O)c1ccc2c(c1)CCN2C(=O)C1CC1 (configuration not stated)	-22%	-21%	5%
COc1ccccc1C(=O)Nc1ccnn1C1CCN(CCC(C)c2ccc(C)o2)CC1 (configuration not stated)	?	?	7%
O=C(CN1CCc2ccccc2C1)Nc1ccc(Br)cc1	-1%	-2%	-3%

New compounds follow:
mol	TDP1 cell noCPT	DT40 TDP1 CPT	TDP1 block
COc1cc(C2c3c(oc4ccccc4c3=O)C(=O)N2Cc2ccco2)ccc1O (configuration not stated)	-28%	-5%	4%
CCOc1ccc(/C=C/C(=O)NCc2ccccc2)cc1	?	-26%	0%
CCCC(=O)NC(NC(=S)Nc1ccc(N=Nc2ccccc2)cc1)C(Cl)(Cl)Cl (configuration not stated)	5.2µM*	5.2µM*	8%
CCOc1ccc(NC(=O)c2ccccc2NC(=O)CNC2CCCC(C)C2C)cc1 (configuration not stated)	7.3µM*	15µM*	0%
O=C(Nc1cccc(C(F)(F)F)c1)C1CCN(S(=O)(=O)c2cnc[nH]2)CC1	-1%	-21%	3%
CCOc1cccc(N(C(=O)C2COc3ccccc3O2)C(C(=O)NC2CCCCC2)c2ccc(O)cc2)c1 (configuration not stated)	?	-15%	-4%
O=C(c1ccc2ncsc2c1)N1CCCC(C(F)(F)F)C1 (configuration not stated)	-15%	4%	6%
O=C(CCCN=C1NS(=O)(=O)c2ccccc21)OCC(=O)c1ccc(Br)cc1	-9%	-17%	5%
COc1ccc(C)cc1NC(=O)C(OC(=O)c1ccc([N+](=O)[O-])o1)c1ccccc1 (configuration not stated)	?	16µM*	6%
Cc1ccc(OCCC(=O)OCC(=O)N2CC(=O)Nc3ccccc32)cc1	?	?	0%
CCOC(=O)c1[nH]cnc1C(=O)Nc1ccc(C)cc1	-28%	-2%	/
O=C(CN1C(=O)C2C3C=CC(C3)C2C1=O)Nc1nc2ccccc2[nH]1 (configuration not stated)	-11%	-24%	3%

More records
mol	TDP1 cell noCPT	DT40 TDP1 CPT	TDP1 block
O=C(O)COc1ccc(/C=N/NC(=O)c2cccc3ccccc23)cc1	?	-28%	/
CC(C)C(NS(=O)(=O)c1ccc2c(c1)oc(=O)n2C)C(=O)NCCc1ccccc1 (configuration not stated)	-5%	-11%	1%
CN(CC(=O)Nc1cccc(F)c1)C(=O)c1ccc(N2CCCC2)c([N+](=O)[O-])c1	16µM*	16µM*	-7%[0.505 µM]
Cc1ccc(C)c(S(=O)(=O)NCc2ccc3c(c2)OCO3)c1	-1%	1%	2%
O=C(CCCc1c[nH]c2ccccc12)Nc1ccc2ccccc2c1	-22%	0%	3%
CCn1c(=O)cc(OCC(=O)N(C)c2ccccc2F)c2ccccc21	-26%	-19%	2%
Cc1ccc([N+](=O)[O-])cc1S(=O)(=O)Nc1ccc(-c2ccc(N3CCCC3)nn2)cc1	-28%	-29%	/
Cc1ccc2c(c1)c1ncnc(N3CCc4ccccc4C3)c1n2C	21µM*	?	-1%
CC1CCN(S(=O)(=O)N2CCC(C(=O)NCCc3ccccc3)CC2)CC1	-2%	-13%	8%
CN(Cc1nc2ccccc2s1)C(=O)c1ccc(F)cc1	-18%	-9%	12%
O=C(CCC(=O)N(CC(=O)NC1CCCCC1)c1ccc(F)cc1)Nc1nccs1	-1%	2%	-11%
CC1=Nn2c(nc(-c3ccccc3)c2-c2ccccc2)N(CC(N)=O)C(=O)C1	12%	12%	1%

Further entries:
mol	TDP1 cell noCPT	DT40 TDP1 CPT	TDP1 block
CCOC(=O)c1sc(N)c(C#N)c1CSc1nc2ccc(C)cc2[nH]1	?	?	7%
O=C(CCCC(=O)N(c1cccc(F)c1)C(C(=O)NC1CCCC1)c1ccc(O)cc1)Nc1ccccn1 (configuration not stated)	-29%	-6%	8%
COc1ccc(S(=O)(=O)N(CC(=O)NCc2ccco2)c2ccccc2OC)cc1	-3%	2%	/
CCCCCCCC1CC(=O)C=C(C)C1C(=O)OCC (configuration not stated)	-26%	2%	0%
CCCn1c(N)c(C(=O)CSc2nnc(-c3cccnc3)n2-c2ccc(C)cc2C)c(=O)[nH]c1=O	-28%	-7%	-1%
C[C@H](CO)N1C[C@H](C)[C@H](CN(C)C)Oc2ccc(NS(=O)(=O)c3ccc(F)cc3)cc2CC1=O	4%	-25%	1%
CC(C(=O)Nc1cccc(S(=O)(=O)N2CCOCC2)c1)N1CCN(C/C=C/c2ccccc2)CC1 (configuration not stated)	?	?	0%
CC(C(=O)Nc1ccc(N2CCOCC2)cc1)N1C(=O)c2ccccc2C1=O (configuration not stated)	-2%	-12%	9%
O=C(NNC(=O)c1ccccc1[N+](=O)[O-])c1ccco1	-14%	-8%	-2%
CC1CC(C)CN(CC(O)COc2ccc3c(c2)CCC3)C1 (configuration not stated)	?	?	2%
O=C(Cc1ccc(F)cc1)OCC(=O)c1cc2ccccc2o1	-15%	-10%	-4%
COCCCN(C(=O)CSCC(=O)Nc1cccc(C)c1)c1c(N)n(Cc2ccccc2)c(=O)[nH]c1=O	5%	19%	-3%

New compounds follow
SMILES	TDP1 cell noCPT	DT40 TDP1 CPT	TDP1 block
CCOc1ccc(N(CC(=O)NC(C)(C)C)C(=O)c2ccco2)cc1	-23%	7%	3%
COc1ccc(-c2ccc(SCC(=O)NC3CCCC3)nn2)cc1	-7%	-3%	/
Cc1ccc(OCCCSc2nc(-c3ccc(C(C)(C)C)cc3)nc3cc(=O)[nH]n23)cc1C	26µM*	?	0%
COc1cc(/C=N/NC(=O)C(=O)NCc2cccnc2)ccc1O	-15%	-6%	-2%
O=C(N/N=C1\CC(c2ccccc2)Oc2ccccc21)c1cccnc1 (configuration not stated)	21µM*	?	8%
CC(C)C[C@@H]1Cc2[nH][nH]c(=O)c2[C@H](C(C)C)O1	-18%	?	/
Cc1ccc(Oc2ccc(NC(=O)C3=CC=CN4CCS(=O)(=O)N=C34)cc2)cc1	?	?	1%
Nc1c(-c2nc(-c3ccccc3Cl)no2)nnn1-c1ccccc1F	-17%	-3%	5%
CN1CCN(c2oc(COc3ccc(-c4ccccc4)cc3)nc2C#N)CC1	?	?	13%
COc1ccc(Br)cc1C(=O)Nc1ccc(N2CCCC2)cc1	-26%	0%	11%
O=C(NCCc1ccc(Cl)cc1)C1CCCN(S(=O)(=O)c2cnc[nH]2)C1 (configuration not stated)	-15%	-12%	8%
Cc1c(NC(=O)c2ccco2)c(=O)n(-c2ccccc2)n1C	-5%	2%	3%
COc1ccccc1NC(=O)NCc1ccc(C)n1C	22%	0%	/
N=C1C=CC=C2C1=NC1(CCCCC1)N2O	-25%	-29%	6%
Cc1ccc(C(=O)O[C@H](C(=O)O)[C@H](OC(=O)c2ccc(C)cc2)C(=O)O)cc1	-17%	21%	/
C=CCONC(=O)Cc1ccccc1	-19%	10%	/
COc1ccc(/C=N/NC(=O)c2ccc(NC(C)=O)cc2)cc1COc1ccc(F)cc1F	-14%	?	/
CCOC(=O)N1CCN(S(=O)(=O)c2ccc3c(c2)OCC(=O)N3)CC1	-29%	-24%	4%
OC(C[n+]1c(Cl)ccc2ccccc21)c1ccccc1 (configuration not stated)	?	8.9µM*	/
CN1CCN(c2ncc3nc(-c4ccc(F)cc4)c(=O)n(C4CC4)c3n2)CC1	?	?	/
COc1cc(CCC(=O)Nc2ccc(S(=O)(=O)N3CCOCC3)cc2)cc(OC)c1OC	-26%	6%	2%
CCN1C=C(C(=O)OC)C(c2cccc(C)c2)C(C(=O)OC)=C1	?	-25%	-2%
O=C(CCNC(=O)C1CCN(S(=O)(=O)c2ccc(F)cc2)CC1)NCc1ccccn1	0%	1%	/
CN1C(=O)c2ccccc2Sc2ccc(NC(=O)COc3ccc(Cl)cc3)cc21	12µM*	21µM*	7%
COc1ccc(CNC(=O)C2CC(O)CN2C(=O)Nc2ccccc2)cc1 (configuration not stated)	4%	2%	/

Compounds listed so far containing a CF3 group:
SMILES	TDP1 cell noCPT	DT40 TDP1 CPT	TDP1 block
NS(=O)(=O)c1cc2c(cc1C(F)(F)F)NCNS2(=O)=O	4%	0%	4%
CCCCCNC(=O)C(c1ccc(C(F)(F)F)cc1)n1c(=O)c(-c2ccco2)nc2ccccc21 (configuration not stated)	18µM*	?	/
O=C(Nc1cccc(C(F)(F)F)c1)C1CCN(S(=O)(=O)c2cnc[nH]2)CC1	-1%	-21%	3%
O=C(c1ccc2ncsc2c1)N1CCCC(C(F)(F)F)C1 (configuration not stated)	-15%	4%	6%

(more compounds)
SMILES	TDP1 cell noCPT	DT40 TDP1 CPT	TDP1 block
O=C(CSc1ccccc1C(=O)O)NCc1ccc(Cl)cc1	-15%	1%	3%
O=C(NNc1c2ccccc2nc2ccccc12)c1ccc(O)cc1	?	13µM*	4%
CCOC(=O)C1=C(N)N(c2ccccc2)C(=O)C1	16µM*	7.3µM*	5%
O=C(c1ccco1)n1nc(-c2ccccc2)nc1NCc1ccccc1Cl	?	-28%	0%
Cc1cccn2c(=O)c3cc(C(=O)NC4CCCC4)sc3nc12	?	?	0%
COc1ccc(-c2nc3ccc(C)cn3c2Cc2ccccc2)cc1OC	23µM*	18µM*	/
CCc1ccc(C(=O)C[n+]2cccc3cc(OC)ccc32)cc1	3.3µM*	2.9µM*	/
COc1ccc(CC(=O)Nc2ccc(/C(C)=N/NC(=O)c3ccc(OC)cc3OC)cc2)cc1	-7%	-14%	-2%[56.1 µM]
Cc1c(Cl)cccc1NC(=S)Nc1ccccn1	1%	4%	8%
CN(C)CCN=Cc1c(O)n(Cc2ccc3c(c2)OCO3)c(=O)c2ccccc12	-10%	-11%	2%
COc1ccc(Nc2c(-c3ccc(N4CCOCC4)cc3)nc3ncccn23)cc1OC	-25%	-14%	12%
O=C(OCC(=O)N1c2ccccc2Sc2ccccc21)c1cccnc1	?	-4%	-3%
Cc1ccc(Cn2c(CCCNC(=O)C3CCCCC3)nc3ccccc32)cc1	21µM*	16µM*	3%
